Casp6 inh = inhibitors of human caspase-6; purified caspase-6, Z-VEID-R110 cleavage fluorescence; 0.53% of 350,000 active; P55212; inhibition, % at 12.5 µM;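 active = mean inhibition across replicates at least about 35%, with every replicate also reaching that limit, limit read from the data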;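 also: 0% = median of neutral control wells and 100% = no fluorescence left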
Target sequence (P55212 24-179 limits assumed): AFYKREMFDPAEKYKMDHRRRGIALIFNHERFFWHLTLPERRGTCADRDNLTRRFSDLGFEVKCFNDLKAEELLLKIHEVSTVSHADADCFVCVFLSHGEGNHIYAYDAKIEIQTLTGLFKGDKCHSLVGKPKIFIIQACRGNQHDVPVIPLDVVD
Target sequence (P55212 194-293 limits assumed): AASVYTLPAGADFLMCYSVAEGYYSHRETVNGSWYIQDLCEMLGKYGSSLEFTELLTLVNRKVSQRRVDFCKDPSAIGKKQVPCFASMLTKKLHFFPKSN
PAX8 reporter = PAX8 transcriptional activity inhibition; RMG-I TPO-luciferase reporter, SteadyGlo, 24 h; inhibition, % at 12.6 µM; 1.2% of 360,000 active; AID 652154;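 active = mean replicate inhibition at least 60% with every replicate also reaching 60%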;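 also: luciferase light reporting Pax8 driven TPO promoter activity; plate controls were median of neutral control wells for no effect and mitoxantrone controls for full effect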
Cneo AK release = Cryptococcus neoformans lysis via adenylate kinase release. C. neoformans lysis, adenylate kinase release luminescence, 4 h; normalised: neutral wells 0, clomiphene wells 100. lysis activity, % at 15 µM. 0.2% of 360,000 active;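 active = mean lysis activity across replicates of at least 80%, whatever share of replicates individually reach that level; inactive = mean lysis activity below 80%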
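Assay system: C. neoformans cells. Amount: yeast cell density of 5 × 10^6 cells/mL. Technique: AK luminescence. Buffer or medium: YPD. Times: static 4 h at 37 °C with compound, 1 h detection. Dosing: single-point compound dose. Read-out: lysis from increased AK signal.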
miR122 inh = blocks miR-122 activity in Huh7 sensor cells | 0.3% of 340,000 active | activation (reporter increase), % at 12.5 µM | Huh7 miR-122 Renilla luciferase sensor, 48 h; neutral wells = 0, positive control = 100 | AID 602342;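 active = mean replicate activation score at least 90 and every replicate individually at or above 90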;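 also: higher luciferase means less miR-122 activity so hits act as miR-122 inhibitors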
FN deposit inh = fibronectin deposition inhibition. AH1F fibroblasts, Alexa488-fibronectin deposition fluorescence, overnight. AID 743247. inhibition, % at 12.6 µM. 0.086% of 350,000 active;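 active = mean inhibition across replicates of 30% or more, regardless of how many single replicates reach that level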;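 also: positive control wells lacked labelled fibronectin entirely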
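Assay system: AH1F fibroblasts assembling fluorescent fibronectin matrix; Amount: 10000 AH1F cells per well; Buffer or medium: DMEM, 2% serum; Probe or stimulus: Alexa488-fibronectin, 24 nM final in well; Doses: single compound dose, delivered by pin transfer; Incubation: 1 h adhesion, overnight exposure; Measured by: fluorescence 485/525 nm; Read-out: fibronectin deposition inhibition.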
EWS-Fli inh = EWS/Fli transcriptional activity inhibition; AID 651661; 0.67% of 350,000 active; inhibition, % at 12.6 µM; A673 NR0B1-luciferase reporter, viability-normalised;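 active = mean inhibition of at least 50% after viability correction, with every replicate also passing that limit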;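 also: firefly luciferase signal divided by Alamar Blue viability fluorescence both relative to DMSO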
PGC1a acetyl inh = lowers PGC1a acetylation signal in U2OS cells; AlphaScreen anti-acetyl-lysine; with virally co-expressed GCN5 acetyltransferase; inhibition, % at 15.6 µM; 0.17% of 350,000 active; AID 651687;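 active = every replicate shows inhibition of at least 40%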;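 also: 0% = neutral control wells and 100% = positive control wells; some results beyond the cut were filed as inactive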
LGR2 inh = Drosophila LGR2 receptor signaling inhibition | HEK293 LGR2, CRE-luciferase, bursicon-stimulated, 4 h | inhibition, % at 9.99 µM | 0.35% of 380,000 active | AID 720647;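 active = drop in luminescence signal, shown as inhibition above about 50% in the replicate tests, limit read from the data, passing the limit was not always enough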;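 also: agonist challenge used bursicon conditioned medium at about half maximal strength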
* marks the source's active call; other numbers are inactive results; x = not tested or not shown; & = joins results of further samples; [ ] = another dose, or the depositor's remark.

The opening four entries, to show the layout:
SMILES	Casp6 inh	PAX8 reporter	Cneo AK release	miR122 inh	FN deposit inh	EWS-Fli inh	PGC1a acetyl inh	LGR2 inh
Cc1ccc(S(=O)(=O)Nc2ccc3c(c2)C(=O)N([C@H](C)CO)C[C@H](C)[C@H](CN(C)Cc2ccc(C(F)(F)F)cc2)OCCCC[C@@H](C)O3)cc1	0	25	-4	2[16.7 µM]	1	1	14	-7
C[C@H]1CN([C@@H](C)CO)C(=O)Cc2cc(N(C)C)ccc2O[C@H]1CN(C)C	0	-26	-4	1[16.7 µM]	x	1	5	7
O=c1c2ccccc2c(/C=N/c2ncn[nH]2)c(O)n1Cc1ccccc1	30	6&10	x	1	-2&0	0	-30	-1
O=C(CNC(=O)C12CC3CC(CC(C3)C1)C2)N/N=C\c1ccccn1	1	7	6	-6	-2	-8	9	-5

The list itself, from the start:
SMILES	Casp6 inh	PAX8 reporter	Cneo AK release	miR122 inh	FN deposit inh	EWS-Fli inh	PGC1a acetyl inh	LGR2 inh
Cc1ccc(S(=O)(=O)Nc2ccc3c(c2)C(=O)N([C@H](C)CO)C[C@H](C)[C@H](CN(C)Cc2ccc(C(F)(F)F)cc2)OCCCC[C@@H](C)O3)cc1	0	25	-4	2[16.7 µM]	1	1	14	-7
C[C@H]1CN([C@@H](C)CO)C(=O)Cc2cc(N(C)C)ccc2O[C@H]1CN(C)C	0	-26	-4	1[16.7 µM]	x	1	5	7
O=c1c2ccccc2c(/C=N/c2ncn[nH]2)c(O)n1Cc1ccccc1	30	6&10	x	1	-2&0	0	-30	-1
O=C(CNC(=O)C12CC3CC(CC(C3)C1)C2)N/N=C\c1ccccn1	1	7	6	-6	-2	-8	9	-5
CCCc1cc(=O)[nH]c(SCC(=O)Nc2cc(S(=O)(=O)N(CC)c3ccccc3)ccc2Cl)n1	4	4	0	6	-1	14	-9	6
COc1ccc(C(C)NC(=O)C2CCCC2)cc1 (centres undefined)	-1	-13	-2	-1	-4	1	-9	-9
COc1ccc(CNC(=O)C[C@H]2C=C[C@H](NC(=O)Nc3ccc4c(c3)OCO4)[C@H](CO)O2)cc1	0	-20	-2	x	-8	-7	0	4
COc1ccc(S(=O)(=O)N2CCN(CC(=O)N3c4ccccc4CC3C)CC2)cc1OC (centres undefined)	3	11	0	16	2	2	x	-10
C[C@H]1CN([C@@H](C)CO)C(=O)c2cccc(NC(=O)Nc3ccc4c(c3)OCO4)c2O[C@H]1CN(C)S(C)(=O)=O	-1	x	-1	-2[16.7 µM]	4	-3	3	-15
CCOC(=O)Cn1c(S(=O)(=O)Cc2ccccc2)nc2ccccc21	0	24	0	x	2	14	x	21
C[C@@H]1CN([C@@H](C)CO)C(=O)c2cc(NC(=O)C3CCCCC3)ccc2O[C@@H](C)CCCCO[C@H]1CN(C)C	x	-13	x	7[16.7 µM]	x	-2	2	18
COc1ccc(F)cc1-c1nc(N)nc(N)n1	1	-5	1	-4	-11	-3	3	4
CNC[C@@H]1Oc2ccc(NS(=O)(=O)c3ccc(F)cc3)cc2CC(=O)N([C@H](C)CO)C[C@H]1C	-2	-28	-1	12[16.7 µM]	x	3	-7	6
COc1ccccc1CNC(=O)C1(C)CCN1C(=O)C1(c2ccccc2)CC1 (centres undefined)	0	17	1	-2	1	8	-13	8
COc1cc(C(=O)NCC(=O)NNC(=O)CN(C)S(=O)(=O)c2ccc(Cl)cc2)cc(OC)c1OC	1	4	0	x	-6	4	x	-12
O=C(CN1C(=O)C2C3CCC(C3)C2C1=O)OCC(=O)c1cccc([N+](=O)[O-])c1 (centres undefined)	2	8	-1	13	1	9	-4	-13
O=C(CSC1=NCCS1)Nc1ccnc2ccccc12	x	x	-6	-1	x	x	-8	4
COc1ccc(NC(=O)Nc2cccc3c2O[C@@H](CN(C)S(=O)(=O)c2ccccc2)[C@@H](C)CN([C@@H](C)CO)C3=O)cc1	-1	-3	-8	-2[16.7 µM]	x	-11	-8	3
C/C(=N\Nc1ccccc1Cl)c1ccc(-n2ccnc2)cc1	-3	-13	1	1	0	-1	-8	-3
CC(C)c1ccc2[nH]c(O)c(N=NC(=S)NCCc3ccccc3)c2c1	1	0	2	13	0	21	1	7
CN(C)C(=O)c1ccc(-c2ccc(C3[C@@H]4CN(C(=O)C5CCC5)C[C@H]3N4)cc2)cc1 (some centres undefined)	x	-8&9	x	x	1&11	28&19	5&10	17&12
O=C(CN1CCN(c2ccc(F)cc2)CC1)NCc1ccc(F)cc1	0	-2	-1	-4	-4	2	1	4
CS(=O)(=O)c1ccc2nc(NC(=O)C3CCCCC3)sc2c1	4	x	1	3	x	x	-8	-2
O=C(C(NS(=O)(=O)c1cccc2nsnc12)c1ccccc1)N1CCN(c2ccccn2)CC1 (centres undefined)	x	21	1	65	-1	x	x	x
C[C@H]1CN([C@@H](C)CO)C(=O)c2cccc(NC(=O)CCCCCC(=O)Nc3ccccc3N)c2O[C@@H]1CN(C)CC1CCCCC1	3	44	x	x	10	-6	-6	-3
CC(C)(C)NCCCCOc1ccc(F)cc1	x	x	-1	0	x	x	-9	23
COc1cc(OC)c(OC)cc1/C=N/Nc1ncnc2c1[nH]c1ccc(C)cc12	-2	1	-1	-9	-1	0	3	-14
C[C@H]1CN([C@@H](C)CO)C(=O)Cc2cc(NC(=O)NC3CCCCC3)ccc2O[C@@H]1CN(C)C(=O)Nc1ccccc1	2	-29	-6	0[16.7 µM]	x	-3	-6	1
Cc1noc(C)c1S(=O)(=O)Nc1ccc2c(c1)C(=O)N([C@H](C)CO)C[C@H](C)[C@H](CN(C)Cc1ccncc1)OCCCC[C@@H](C)O2	-1	-10	0	6[16.7 µM]	x	1	-7	14
CCSc1nnc(Cn2c(=O)sc3ccccc32)n1-c1ccc(OC)cc1	-2	14	-1	x	-15	-9	x	2
COC1=CC(=O)OC(c2cccc(C#N)c2)C1 (centres undefined)	-2	-8	x	x	19	-3	x	-5
C[N+]1(CCOC(=O)C2(c3ccccc3)CCCC2)CCCCC1	1	3	x	x	-4	9	x	17
COc1cccc(NC(=O)Cn2cnc3c(oc4nc5c(cc43)CCCC5)c2=O)c1	-2	0	5	1	-3	-7	0	-2
O=C(O)c1ccc(Nc2ncc([N+](=O)[O-])cc2[N+](=O)[O-])cc1	x	3	x	-7	0	-17	5	-15
CC(OCCN1CCCC1)(c1ccc(F)cc1)c1ccc(F)cc1	-7	40	x	x	2	15	x	-9
C[C@H](CO)N1C[C@H](C)[C@H](CN(C)C(=O)CCCN(C)C)OCc2cnnn2CCCC1=O	1	x	6	1[16.7 µM]	-15	-7	14	2
COc1cc(/C=C2\SC(=S)N(C(C(=O)O)c3ccccc3)C2=O)ccc1O (centres undefined)	-1	4	-6	0	1	2	10	3
CCCNC(=O)C1(C)CCN(C(=O)c2cccc(Cl)c2)C1 (centres undefined)	-3	8	-1	-6	-4	3	-2	-22
CN(C)c1oc(/C=C/c2cccs2)nc1S(=O)(=O)c1ccccc1	-1	2	5	-3	-9	x	10	5
COc1ccc(S(=O)(=O)N(C)C[C@H]2Oc3c(cccc3N(C)C)C(=O)N([C@H](C)CO)C[C@@H]2C)cc1	-2	14&13	-2&-1	4[16.7 µM]	-8&7	3	-9&1	12&-3

Whole records, quoted from the list.
Results for `C[C@H]1CN([C@@H](C)CO)C(=O)c2cccc(NC(=O)Nc3ccc4c(c3)OCO4)c2O[C@H]1CN(C)S(C)(=O)=O` = Casp6 inh: -1; PAX8 reporter: x; Cneo AK release: -1; miR122 inh: -2[16.7 µM]; FN deposit inh: 4; EWS-Fli inh: -3; PGC1a acetyl inh: 3; LGR2 inh: -15
Results for `C[C@H]1CN([C@@H](C)CO)C(=O)Cc2cc(NC(=O)NC3CCCCC3)ccc2O[C@@H]1CN(C)C(=O)Nc1ccccc1` = Casp6 inh: 2; PAX8 reporter: -29; Cneo AK release: -6; miR122 inh: 0[16.7 µM]; FN deposit inh: x; EWS-Fli inh: -3; PGC1a acetyl inh: -6; LGR2 inh: 1

Next part:
SMILES	Casp6 inh	PAX8 reporter	Cneo AK release	miR122 inh	FN deposit inh	EWS-Fli inh	PGC1a acetyl inh	LGR2 inh
C[C@@H]1CN([C@@H](C)CO)C(=O)c2cc(C#Cc3ccccn3)cnc2O[C@@H]1CN(C)C(=O)c1cnccn1	-1	-10	-3	-1[16.7 µM]	x	-1	7	-1
C[C@H]1CN([C@@H](C)CO)C(=O)c2cc(NC(=O)Cn3cnnn3)ccc2O[C@@H]1CN(C)S(=O)(=O)c1cccs1	0	x	0	-5[16.7 µM]	4	-12	-15	-7
COc1ccccc1NC(=O)N(C)C[C@H]1Oc2cc(Br)ccc2S(=O)(=O)N([C@@H](C)CO)C[C@@H]1C	-2	4	-5	28[16.7 µM]	2	-7	-7	7
Cn1c(=O)c2c(nc(Sc3ncccn3)n2Cc2ccccc2Cl)n(C)c1=O	1	x	-6	-3	x	8	4	x
C[C@@H]1CN([C@H](C)CO)S(=O)(=O)c2ccc(C3=CCCCC3)cc2O[C@@H]1CN(C)Cc1cncnc1	-1	x	0	9[16.7 µM]	x	7	12	9
CSc1ccc(CN(C)C(=O)c2cccc(S(=O)(=O)N3CCN(Cc4ccccc4)CC3)c2)cc1	-1	21	0	x	x	28	x	8
CCOc1cc(/C=N/O)ccc1OCc1ccc(F)cc1	0	-24	2	6	-5	2	-1	-26
O=C(COc1ccc(S(=O)(=O)NCc2ccccc2)cc1Cl)NCC1CCCO1 (centres undefined)	2	x	0	27	x	2	2	2
CCOC(=O)[C@]12CCC=C1N(Cc1ccc3c(c1)OCO3)C(=O)[C@H](CC(=O)NCc1ccccc1)C2	2	22	x	x	9	4	x	-11
N#Cc1ccccc1NC(=S)NC(=O)C1CCC1	-2	7	4	3	x	x	x	10
CNC(=O)C[C@H]1CC[C@@H]2[C@H](COc3ccc(NC(=O)Nc4ccc(Cl)cc4)cc3C(=O)N2C)O1	1	-11	0	0[16.7 µM]	6	-13	5	22
COc1ccc(NC(=O)N(CCN2CCCC2)Cc2cc3cc(OC)c(OC)cc3[nH]c2=O)cc1	x	x	1	-2	x	x	16	11
Cc1nn(-c2ccccc2)c(C)c1NC(=O)COC(=O)c1ccc(NC(=O)CC#N)cc1	1	-8	-1	-4	-7	x	3	-5
Cc1c(C(=O)c2ccccc2)c2ccccn2c1CCC#N	4	-4	x	x	11	9	-12	-6
O=C(Nc1ccccc1N1CCOCC1)c1cccc(Oc2ccccc2)c1	-2	13	-1	6	3	1	-9	3
C=CCc1ccc(OCCCOc2ccc(C(=O)O)cc2)c(OC)c1	0	-16	-5	3	5	-7	-11	-2
COc1cc(-c2nc(CCNC(=O)c3ccco3)cs2)cc(OC)c1OC	3	-9	1	-5	-3	6	-5	1
CO[C@H]1CN(C)C(=O)c2ccc(NC(=O)NC(C)C)cc2OC[C@H](C)N(Cc2cncnc2)C[C@H]1C	x	x	x	4[16.7 µM]	2	-7	16	5
COc1ccc(CN2CCN(C(=O)c3ccc(S(=O)(=O)NCc4ccco4)cc3)CC2)cc1F	2	20	x	x	8	32	x	4
COc1ccccc1S(=O)(=O)Nc1ccc2c(c1)C(=O)N(C)C[C@H](OC)[C@@H](C)CN[C@H](C)CO2	x	-12	-3	x	0	1	-5	2
CCCn1c(=O)c2[nH]cnc2n(-c2ccc(Cl)cc2)c1=O	0	-20	x	x	-2	1	x	-11
COC(=O)C1=C(C)N(Cc2ccccc2C(F)(F)F)C(=NCc2ccc3c(c2)OCO3)NC1c1cccc(Cl)c1 (centres undefined)	0	9	x	x	5	10	x	-13
N#CC1C=Cc2c(ccc3ccccc23)N1C(=O)c1ccccc1 (centres undefined)	-1	6	x	x	10	66*	x	-60
C[C@H]1CCCCO[C@H](CN(C)Cc2ccc(Cl)c(Cl)c2)[C@@H](C)CN([C@@H](C)CO)C(=O)c2cc(NC(=O)Nc3cccc4ccccc34)ccc2O1	-3	33	1	35[16.7 µM]	-3	12	-9	26

Assay outcomes: PubChem, Broad Institute
